Phagocyt inh: inhibitors of macrophage phagocytosis, primary screen, imaging, J774A.1 cells, IgG beads; J774A.1 macrophage IgG-bead phagocytosis; inhibition, % at 5 µM; 0.07% of 110,000 active; AID 1029, 2008;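 active = inhibition above the mean of the plate negative controls plus 5 SD, cut at about 13% in these data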;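 also: phagocytic index as fraction of beads internalized from green versus red external bead signal; plate controls were DMSO negative control for no effect and cytochalasin-D positive control for full effect; some results beyond the cut were filed as inactive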
E-sel TNF inh: E-selectin induction blockers in HUVEC – imaging, immunofluorescence, high content, primary screen | HUVEC TNFa-induced E-selectin immunofluorescence | inhibition, % at 2 µM | 0.71% of 120,000 active;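 active = inhibition above the batch mean plus 3 SD, and confirmed as a hit on visual image review, cut at about 43% in these data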;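 also: 0% = TNF-stimulated DMSO wells and 100% = unstimulated control wells; not every result past the cut was called active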
NPY Y2 blocker: NPY-Y2 receptor antagonists, primary screen, cell-based. Neuropeptide Y receptor type 2 (Homo sapiens), P49146. NPY-Y2 expressing cells, antagonist mode. inhibition, % at 2.7 µM. 0.99% of 140,000 active. AID 793, 2007; in the data active = inhibition above about 17%;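 also: 0% = vehicle with agonist challenge and 100% = reference antagonist with challenge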
Target sequence (P49146 whole entry, looked up): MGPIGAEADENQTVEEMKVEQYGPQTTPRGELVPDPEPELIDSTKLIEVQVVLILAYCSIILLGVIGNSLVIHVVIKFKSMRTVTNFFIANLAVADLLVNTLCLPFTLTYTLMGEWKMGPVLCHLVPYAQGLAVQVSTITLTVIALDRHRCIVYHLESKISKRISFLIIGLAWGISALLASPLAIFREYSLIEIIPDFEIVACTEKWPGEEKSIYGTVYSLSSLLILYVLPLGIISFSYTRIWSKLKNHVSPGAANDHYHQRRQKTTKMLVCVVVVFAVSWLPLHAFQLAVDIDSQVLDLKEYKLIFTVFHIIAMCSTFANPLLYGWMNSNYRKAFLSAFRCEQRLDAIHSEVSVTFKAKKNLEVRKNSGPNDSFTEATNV
GALR2 antag: GALR2 antagonists in receptor-expressing cells, primary screen. 0.39% of 140,000 active. Galanin receptor type 2 (Homo sapiens), O43603. AID 828, 2007. antagonist mode. inhibition, % at 4 µM; in the data active = inhibition above about 27%;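 also: cells stimulated with galanin 1-16 at roughly its EC80; 0% = agonist challenge control and 100% = basal control without agonist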
Target sequence (O43603 whole entry, looked up): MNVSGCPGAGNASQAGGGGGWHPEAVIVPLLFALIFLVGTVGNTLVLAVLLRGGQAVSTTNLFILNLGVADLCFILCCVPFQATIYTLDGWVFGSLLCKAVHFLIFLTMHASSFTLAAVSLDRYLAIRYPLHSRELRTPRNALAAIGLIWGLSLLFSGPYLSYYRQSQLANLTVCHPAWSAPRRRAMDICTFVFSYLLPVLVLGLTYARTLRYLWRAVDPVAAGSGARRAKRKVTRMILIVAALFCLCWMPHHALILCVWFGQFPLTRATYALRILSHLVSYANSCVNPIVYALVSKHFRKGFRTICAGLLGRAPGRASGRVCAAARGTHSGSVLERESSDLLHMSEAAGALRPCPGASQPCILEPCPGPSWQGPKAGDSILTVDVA
Measles CPE: compounds protecting cells from measles virus cytopathic effect, primary screen, measles RdRp inhibitor project, single point, MLSMR library, absorbance; Measles virus-infected cells, CPE protection; protection (pct of control), % at 4 µM; 1.5% of 140,000 active; AID 841, 2007; in the data active = protection mostly above about 24%, no sharp cut-off; inactive = mostly below about 26%; also: some compounds called inactive have numbers as strong as hits
MRP1 act: H69AR viability gain despite doxorubicin, primary screen, MRP-1 activator project, H69AR cells, CellTiter-Glo; viability rescue; viability increase, % at 10 µM; 0.61% of 140,000 active; AID 799, 2007;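 active = viability gain under doxorubicin at or above a set limit, the compound median plus 3 SD, cut at about 4.7% in these data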;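 also: MRP-1 overexpressing cells given doxorubicin 25 µM after compound pretreatment; 18-22 h compound pretreatment then 72 h with doxorubicin before readout; 0% = doxorubicin-only wells and 100% = vehicle-treated cells without doxorubicin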
HCT116 PTEN-null: growth suppression of PTEN-null HCT116, primary screen, cell-based, CellTiter-Glo; HCT116 PTEN-null viability, 60 h; active compounds read low; viability, % at 10 µM; 1.2% of 140,000 active; AID 827, 2007;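 active = viability at or below a set limit, 4 SD under the median of all tested compounds, cut at about 3.7% in these data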;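 also: PTEN knockout HCT116 line with beta catenin targeted HCT116 as companion control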
Yeast lifespan up: compounds extending yeast replicative lifespan, primary screen, S. cerevisiae, OD615; 0.68% of 130,000 active; inhibition of the nicotinamide effect, % at 10 µM; S. cerevisiae growth with nicotinamide; deaD strain in restrictive glucose medium;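 active = inhibition above a set limit, placed 3 SD over the median of all compounds, cut at about 26% in these data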;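 also: 0% = nicotinamide-treated wells and 100% = cells grown without nicotinamide; some compounds called inactive have numbers as strong as hits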
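Measured by: optical density (absorbance) at 615 nm; System: modified budding yeast, DeaD strain; Medium: restrictive CSMM-D dextrose medium; Timing: 4 h preincubation then 48 h treatment at 30 °C.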
HCT116 bCat-KO: primary screen for growth suppressors in beta-catenin knockout HCT116 cells (colon tumor, human); HCT116 beta-catenin knockout viability, CellTiter-Glo, 60 h; active compounds read low; viability, % at 10 µM; 1.5% of 140,000 active;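 active = viability at or under a set limit, the compound median less 4 SD, cut at about 6% in these data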;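 also: 0% = Hyamine 1622 control at 20 µM and 100% = untreated cell control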
BB579 growth dn: growth inhibitors of yeast BB579 in restrictive medium, primary screen, yeast lifespan-shortening project, S. cerevisiae. OD615, 48 h. inhibition, % at 10 µM. 0.51% of 140,000 active;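 active = inhibition above a set limit, 3 SD over the mean compound inhibition, cut at about 44% in these data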; also: inactives centre near -24
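Assay system: S. cerevisiae DeaD strain BB579 yeast. Medium: CSMM-D restrictive synthetic medium containing dextrose (glucose). Times: 4 h cell preincubation, 48 h compound exposure, 30 °C humidified. Signal: OD615 turbidity measurement. Benchmarks: positive control amphotericin B 10 µg/mL.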
Active calls of the source: *; / = not tested or not shown.

SMILES	Phagocyt inh	E-sel TNF inh	NPY Y2 blocker	GALR2 antag	Measles CPE	MRP1 act	HCT116 PTEN-null	Yeast lifespan up	HCT116 bCat-KO	BB579 growth dn
O=C(O)CC(NC(=O)COc1ccc(Cl)cc1Cl)C(=O)O (configuration not stated)	3	-56	2	2	12	-0.8	109	-11	108	11
CCn1cnc2c1c(=O)n(Cc1nnc3n1-c1ccccc1SC3)c(=O)n2Cc1ccccc1	-2	/	5	-1	3	-1.4	94	-24	91	-17
O=C(Nc1cccc(Cl)c1)c1cccc(Oc2ccc([N+](=O)[O-])cc2Cl)c1	1	/	2	2	10	-3.8	6	-3	28	-15
COc1cc(/C=C(\C#N)c2nc3ccccc3[nH]2)ccc1OC(=O)c1ccco1	-14	/	-1	-18	1	-4.6	50	2	68	-64
COC(=O)c1ccc(C)c(NS(=O)(=O)c2ccc(OC)c(OC)c2)c1	0	5	7	-1	5	-1.1	93	-1	82	-30
CN1C(=O)NC(c2ccccc2)C2=C1CN(CCc1ccccc1)C2=O (configuration not stated)	-1	14	2	1	8	-0.3	96	20	110	-12
COc1ccc2nc(C)c(C(=O)NN)cc2c1	-3	-8	3	4	5	1.0	105	1	110	-20
COc1ccc(C(=O)Oc2cccc(Nc3ncnc4ccccc34)c2)cc1OC	-3	33	6	7	25	-2.7	60	-1	61	-32
CC(=O)Nc1nc(-c2ccc(Br)s2)cs1	0	-23	0	13	9	0.2	97	-8	98	-75
CCOc1ccc2c(c1)sc(=NC(=O)C1CC1)n2C	-1	-13	3	-2	9	-3.5	96	-21	90	-24
CCCS(=O)(=O)N1CCC(C(=O)NCCN(C)Cc2ccccc2)CC1	/	/	2	-3	6	-0.6	91	-8	94	8
CCOC(=O)N1CCC(NC(=O)C2CCCN(C(=O)N3CCOc4ccccc43)C2)CC1 (configuration not stated)	-4	-97	1	2	5	-1.6	88	-8	77	-34
Cc1cc(NC(=O)CSc2nnnn2C2CCCC2)no1	0	/	1	-5	7	-0.5	103	-12	103	-24
CCC(NS(=O)(=O)c1c(C)[nH]c(=O)[nH]c1=O)C12CC3CC(CC(C3)C1)C2 (configuration not stated)	-4	/	0	4	18	-0.8	79	-8	89	-38
CS(=O)(=O)N(CC(=O)Nc1ccc(Cl)c(Cl)c1)C1CCCCC1	0	-8	0	-3	6	-4.5	58	-6	69	-11
Cn1nnc2c(sc3nc(N4CCOCC4)c4c(c32)CCCC4)c1=O	-1	-18	7	-6	/	-1.3	96	-13	90	-86
CCOC(=O)/C(C#N)=C/c1cn(CCOc2ccc(OC)cc2)c2ccccc12	6	/	4	6	8	0.3	82	-1	89	-66
COC(=O)c1[nH]c2ccc(C)cc2c1NS(=O)(=O)c1ccc(F)c(C)c1	/	-15	-5	5	6	-2.8	57	-23	58	-39
Cn1c(CCNC(=O)c2cccs2)n[nH]c1=S	-5	/	4	-2	8	-0.5	105	-2	93	6
CCOC(=O)n1c(=O)oc2cc(S(=O)(=O)N3CCOCC3)ccc21	-1	/	2	8	16	-0.1	94	-8	98	13
N/C(=N\OC(=O)Oc1ccccc1)c1ccc(Br)cc1	0	12	4	-3	2	-0.5	95	-3	95	-23
Cc1cccc(-n2c(N)cc(=O)nc2SCC(=O)Nc2nnc(CC(C)C)s2)c1	0	-7	3	17	12	2.7	99	-8	96	-105
COC(=O)c1cc(NC(=O)CN(c2cccc(OC)c2)S(=O)(=O)c2ccccc2)ccc1Cl	-11	/	2	1	20	-1.2	57	2	70	-13
O=C1C2C(C(=O)N1c1ccc3c(c1)OCO3)C1C=CC2C12CC2 (configuration not stated)	/	-33	0	8	22	-0.4	100	/	86	-16
CS(=O)(=O)N(CC(=O)N1CCc2ccccc2C1)c1ccc2c(c1)OCO2	0	2	3	1	15	-3.0	107	-7	99	-2
CC1=NN(C(=O)COc2ccccc2C)C(O)(c2ccc(Cl)cc2)C1 (configuration not stated)	-4	-2	2	-4	6	-2.5	91	-6	88	1
CCOC(=O)c1c(C)n(C)c2ccc(O)c(CN3CCC(C)CC3)c12	-2	-16	16	4	2	-2.0	39	-11	39	-19
COc1ccc2c(C)cc(SCC#N)nc2c1	1	1	10	2	2	-3.3	85	-17	90	-40
CCOc1ccc(-n2c(=O)[nH]cc(C(=O)N3CCc4ccccc43)c2=O)cc1	1	/	2	2	8	0.4	96	-6	89	-4
COc1ccc(CN(Cc2cc3cc4c(cc3[nH]c2=O)OCO4)C(=O)NC2CCCCC2)cc1	-1	-9	-1	-15	28	-3.2	40	-9	32	-38
O=C(c1cc(-c2ccccc2Cl)on1)N1CCN(C(=O)c2ccco2)CC1	1	23	5	6	8	-0.3	121	-7	96	-95
Nc1ccccc1C(=O)N(Cc1ccccc1)Cc1ccccc1	/	2	2	15	10	-3.0	93	/	87	-18
CCOC(=O)N1CCC(NC(=O)Cn2cc3c(n2)CCCC3)CC1	0	-11	3	10	12	-0.2	104	-2	97	-19
COc1ccccc1CNC(=O)CCCOc1cc(=O)n(C)c2ccccc12	-4	-6	1	3	8	-0.8	83	-2	84	-18
COc1ccc(N2C3=C(CC4=C2CCCC4=O)C(=O)CCC3)cc1	/	-1	11	-8	20	1.9	83	/	95	-27
O=c1cc(CN2CCOCC2)c2c(ccc3ccccc32)o1	0	7	4	-8	/	-0.2	102	-9	100	-56
Cc1ccc2c(c1)NC(C(C)(C)C)CO2 (configuration not stated)	1	-10	2	-5	12	-1.5	104	-2	95	-13
CC1Cc2ccccc2N1C(=O)C1CCN(S(=O)(=O)c2cccs2)CC1 (configuration not stated)	1	/	-1	-4	6	-2.4	87	-13	100	-21
CCn1nc(C)c(NC(=O)CCCSc2nc(-c3ccco3)cc(C(F)(F)F)n2)c1C	-1	12	-1	-9	16	-1.0	42	-15	53	-1
N#Cc1c(-c2ccccc2)ccn(Cc2ccc(Cl)cc2)c1=O	/	/	2	1	16	-0.5	94	-15	90	-16
O=C(CN(Cc1ccccc1)S(=O)(=O)c1ccccc1)N/N=C/c1ccc([N+](=O)[O-])cc1	21	10	-3	2	4	-3.0	77	12	81	-9
CCOc1ccc(OCCN2C(=O)NC(Cc3c[nH]c4ccccc34)C2=O)cc1 (configuration not stated)	2	16	-3	3	54	-3.7	91	-9	73	-17
COc1ccc(CCNC(=O)CSc2ccc3ccccc3c2)cc1OC	-4	16	1	8	8	-2.0	98	-3	95	-11
O=C(c1sc2ccccc2c1Cl)N1CCN(c2ccccc2F)CC1	/	/	15	-1	5	-1.3	87	2	79	-12
O=C1C(Cl)=C(NCC2CCCO2)C(=O)N1C1CCCCC1 (configuration not stated)	/	10	0	5	12	-1.2	85	0	83	-47
CS(=O)(=O)N(Cc1ccccc1Cl)c1ccc(C(=O)NCc2ccccn2)cc1	-5	-15	1	7	15	-2.6	97	2	92	-58
COCCN(C(=O)c1csnn1)C(C(=O)NC1CCCCC1)c1sccc1C (configuration not stated)	2	11	5	2	15	0.6	101	-10	95	-8
CC1=Nc2ccccc2/C1=C\c1nc(-c2ccccc2)oc1O	-1	/	-3	16	6	-3.6	54	-23	60	-67
CCOC(=O)C1CCCN(C(=O)CCNS(=O)(=O)c2ccc3c(c2)CCC(=O)N3)C1 (configuration not stated)	1	/	0	14	3	-0.4	100	-6	91	-24
CCNc1nc(Cl)nc(NCc2ccccc2)n1	/	21	1	-3	12	-4.3	89	-8	95	-52
COc1ccc(C(c2nnnn2Cc2ccccc2)N2CCN(C(=O)c3ccco3)CC2)cc1OC (configuration not stated)	0	12	-1	2	1	-1.1	95	-9	86	-15
O=S(=O)(Cc1ccccc1)N1CCN(Cc2ccc3c(c2)OCO3)CC1	-2	-7	6	-16	15	-4.9	95	-6	89	-42
NC(=O)CSc1nc(N)c2c3c(sc2n1)CCCCC3	0	/	3	14	15	-1.3	93	-11	116	-47
CSc1ncccc1C(=O)OCC(=O)NC(N)=O	1	-23	2	12	2	-1.2	103	-4	98	-2
Cn1c(NCc2cc(Br)ccc2O)nc2ccccc21	2	-15	1	3	11	0.0	83	-4	91	-8
Cc1ccsc1C(=O)OCC(=O)NCc1ccc2c(c1)OCO2	0	-30	8	6	32	-1.2	101	-9	95	-39
Cc1c(C(=O)NCC2CCCO2)oc2ccc(S(=O)(=O)N3CCCC3)cc12 (configuration not stated)	-2	-55	2	12	19	-0.6	101	-10	96	-61
CCN(CC)C(=O)CSc1nc(N)c(C(=O)Nc2ccc(OC)cc2)s1	-3	/	4	-10	5	0.4	90	2	94	-27
Cc1cccc2nc(-c3cccc(NC(=O)Cc4ccccc4)c3)cn12	-5	/	2	2	1	1.4	76	8	75	-25
Cc1cc(C)c(C)c(OCCCn2ccnc2)c1	0	-17	4	-18	21	-1.1	79	0	85	-55

Entries from the list above with fluorine:
SMILES	Phagocyt inh	E-sel TNF inh	NPY Y2 blocker	GALR2 antag	Measles CPE	MRP1 act	HCT116 PTEN-null	Yeast lifespan up	HCT116 bCat-KO	BB579 growth dn
COC(=O)c1[nH]c2ccc(C)cc2c1NS(=O)(=O)c1ccc(F)c(C)c1	/	-15	-5	5	6	-2.8	57	-23	58	-39
CCn1nc(C)c(NC(=O)CCCSc2nc(-c3ccco3)cc(C(F)(F)F)n2)c1C	-1	12	-1	-9	16	-1.0	42	-15	53	-1
O=C(c1sc2ccccc2c1Cl)N1CCN(c2ccccc2F)CC1	/	/	15	-1	5	-1.3	87	2	79	-12

(next part)
SMILES	Phagocyt inh	E-sel TNF inh	NPY Y2 blocker	GALR2 antag	Measles CPE	MRP1 act	HCT116 PTEN-null	Yeast lifespan up	HCT116 bCat-KO	BB579 growth dn
Cc1csc(NC(=O)Cc2nn(C)c(=O)c3ccccc23)n1	-2	-2	-1	12	5	-0.6	70	0	53	2
O=C(NCc1ccccc1Cl)c1ccc(S(=O)(=O)Nc2cccc(C(F)(F)F)c2)cc1	-13	-5	-1	10	5	-1.7	90	5	86	-21
CCOC(=O)COn1c(=O)c[n+]([O-])c2ccccc21	-1	-32	2	-19	12	-2.2	90	-3	84	-25
COc1ccc(NC(=S)N2CCC(N(C)CCN3CCOCC3)CC2)cc1Cl	-11	49	1	0	7	-2.3	92	-2	101	-20
Nc1cc(=O)[nH]c(SCC(=O)Nc2ccc(S(=O)(=O)N3CCOCC3)cc2)n1	/	9	0	2	5	1.6	107	-8	103	-41
Cc1ccc2c(COC(=O)c3n[nH]c4ccccc34)cc(=O)oc2c1	-1	-25	5	2	12	0.3	102	-13	99	-64
CCOC(=O)C(C)Sc1nnc(CSc2nc3nc(C)cc(C)n3n2)o1 (configuration not stated)	-3	-12	2	-1	9	-0.1	91	-1	90	-28
Nc1nc(SCc2ccc(Cl)cc2Cl)nc2nc3c(cc12)CCCC3	-3	/	1	-2	3	-4.8	14	5	31	-19

Screening results from PubChem.
